NPSR antag: antagonists of human neuropeptide S receptor cAMP signaling | Q6W5P4 | CHO-NPSR cells, cAMP TR-FRET, antagonist mode | Potency, µM (top dose mostly 38.3 µM), inactives show top-dose activity change, negative = inhibition, most hits filed as inhibitors | 1% of 220,000 active | AID 1461; note: potency is the fitted concentration of half-maximal effect; % is set by controls: 0 for no effect and ±100 for the full control effect; nearly all actives have a fitted effect of over 50% in size; many of its hits are not listed in these tables
Target sequence (Q6W5P4 whole entry, looked up): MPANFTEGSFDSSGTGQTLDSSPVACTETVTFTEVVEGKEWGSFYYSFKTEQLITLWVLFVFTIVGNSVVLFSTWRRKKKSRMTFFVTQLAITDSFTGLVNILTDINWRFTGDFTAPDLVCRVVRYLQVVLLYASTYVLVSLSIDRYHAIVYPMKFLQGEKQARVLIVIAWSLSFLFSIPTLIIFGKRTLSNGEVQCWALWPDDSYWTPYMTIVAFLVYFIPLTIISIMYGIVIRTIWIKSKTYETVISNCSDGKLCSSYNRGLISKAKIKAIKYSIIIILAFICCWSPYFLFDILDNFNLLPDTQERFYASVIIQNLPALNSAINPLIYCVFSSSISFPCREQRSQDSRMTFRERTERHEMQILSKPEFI
Luc counter: Kinase-Glo luciferase inhibition (counter-screen) | Q27757 | Kinase-Glo luciferase, ATP luminescence, 8 min | Potency, µM (titrated, usually from 38.3 µM), without a hit: at the top dose activity change, negative = inhibition, most hits filed as inhibitors | 0.28% of 200,000 active | AID 1379; note: potency is the fitted concentration of half-maximal effect; % is set by controls: 0 for no effect and ±100 for the full control effect; nearly all actives have a fitted effect of over 60% in size
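Luminescence was the read-out, taken after 8-minute incubation at ambient temperature. Luciferase turned over luciferin with 10 uM ATP in imidazole pH 7.2 buffer containing KCl, MgCl2, Tween 20 and BSA.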
HttQ103 aggreg: inhibitors of mutant huntingtin aggregate formation in PC12 cells. AID 1688. Potency, µM (top dose mostly 46.1 µM), for the others: at the top dose activity change, negative = inhibition, usual class: inhibitors. PC12 HttQ103-GFP aggregates, Acumen cytometry, 40 h. 1.1% of 220,000 active; note: potency is the fitted concentration of half-maximal effect; % is set by controls: 0 for no effect and ±100 for the full control effect; nearly all actives have a fitted effect of over 60% in size
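Using laser scanning cytometry, GFP-positive aggregates were counted after lysis of PC12 cells induced with 100 nM tebufenozide to express HTT exon 1 Q103–GFP. Compounds were tested in titration.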
Epigenetic derep: derepresses silenced GFP reporter in murine cells; murine LDR cells, GFP reporter derepression, 30 h; Potency, µM (series often up to 53.9 µM), without a hit: at the top dose GFP activation, usual class: activators; 0.2% of 280,000 active; AID 1865; note: potency is the fitted concentration of half-maximal effect; % of control where 0% means no effect; nearly all actives have a fitted effect of over 60% in size
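Murine LDR cells carrying a silenced, genomically integrated CMV-driven GFP reporter were exposed to compound for 30 hours at 37 C. After PBS washes, GFP-positive cells (20–120 um objects) were counted by laser-scanning microplate cytometry.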
Lamin A splicing: LMNA splicing modulation. HeLa LMNA splicing GFP/RFP minigene ratio, 48 h. Potency, µM (titrated, usually from 46.1 µM), without a hit: top-dose ratio change, negative = inhibition, most hits filed as inhibitors. 0.01% of 200,000 active. AID 1487; active = well fitted inhibition curve with a large enough effect in the signal ratio, with a control signal flat, not every such curve was filed as active; inconclusive = small, poorly fitted or top-dose-only effect, or effect the other way, or a change in a side signal; the % refers to the signal ratio; note: potency is the fitted concentration of half-maximal effect; % is set by controls: 0 for no effect and ±100 for the full control effect
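S3 HeLa cells stably expressing lamin A-EGFP splicing minigene plus DsRed2, 600 cells/well, 48 h compound exposure at 37C. Laser-scanning cytometry; analysed as GFP (500-530 nm)/RFP (575-640 nm) total intensity ratio; 0.5% DMSO vehicle.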
IMPase Li cell: IMPase inhibition in cells with lithium potentiation | CHO-M1 cells, IP1 TR-FRET (IP-One), carbachol + lithium | Potency, µM (top dose mostly 59.4 µM), inactives show at the highest dose activity, negative = IMPase inhibition, usual class: inhibitors | 0.35% of 210,000 active;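 note: IP1 builds up when IMPase is blocked and the TR-FRET signal falls; potency is the fitted concentration of half-maximal effect; plate controls were basal vehicle for no effect and high inhibitor control for full effect; nearly all actives have a fitted effect of over 50% in size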
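Readout is a homogeneous TR-FRET IP1 immunoassay (Ex 320, Em 665 and 620), where raised cytosolic IP1 lowers signal. Cells were CHO-M1 treated 30 min at 37C with test compounds plus a little lithium; AC50 values came from Hill-equation fitting.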
CBFb-RUNX1 inh: blocks binding between human CBF-beta and RUNX1; Q01196+Q13951; AlphaScreen CBFb-His/RUNX1-biotin binding, biochemical; Potency, µM (top dose mostly 59.8 µM), without a hit: top-dose activity, negative = inhibition, most hits filed as inhibitors; 230,000 tested, under 10 active; AID 1477; note: % of control where 0% means no effect
Target sequence (Q01196 whole entry, looked up): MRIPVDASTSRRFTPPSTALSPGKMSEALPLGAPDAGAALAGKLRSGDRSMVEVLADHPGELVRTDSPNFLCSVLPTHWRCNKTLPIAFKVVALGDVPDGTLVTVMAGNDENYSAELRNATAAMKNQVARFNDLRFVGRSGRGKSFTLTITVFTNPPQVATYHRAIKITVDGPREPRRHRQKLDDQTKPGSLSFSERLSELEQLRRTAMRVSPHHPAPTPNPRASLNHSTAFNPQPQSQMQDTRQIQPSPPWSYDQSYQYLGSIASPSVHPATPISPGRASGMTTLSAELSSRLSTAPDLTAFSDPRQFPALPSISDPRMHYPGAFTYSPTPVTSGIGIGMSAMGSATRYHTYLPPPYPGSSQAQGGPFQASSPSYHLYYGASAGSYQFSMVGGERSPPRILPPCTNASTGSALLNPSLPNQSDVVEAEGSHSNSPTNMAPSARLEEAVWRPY
Target sequence (Q13951 whole entry, looked up): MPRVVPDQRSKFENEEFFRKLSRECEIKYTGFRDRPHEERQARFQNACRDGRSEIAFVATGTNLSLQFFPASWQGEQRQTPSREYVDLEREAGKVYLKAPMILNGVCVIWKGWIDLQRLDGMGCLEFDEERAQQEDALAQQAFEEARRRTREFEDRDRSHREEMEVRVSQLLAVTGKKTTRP
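Interaction loss through any mechanism counts as activity. Pre-formed complex of His-CBF-beta and biotin-RUNX1 (30 nM apiece) is incubated with compound 15 min, then with 50 ng nickel and 50 ng streptavidin beads for 90 min before AlphaScreen detection.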
Active calls of the source: *; ? = inconclusive; · = not tested or not shown; & = joins results of further samples; [ ] = remark or other dose. Unless noted, calls come from the whole dose curve; as a rule, active = well fitted curve in the direction sought with a large enough effect; inconclusive = small, poorly fitted or top-dose-only effect, or another doubt; inactive = no such curve, though single readings can be large; an effect the other way counts as inactive or inconclusive. Some of the compounds tested (hit frequency here may not be typical).

Each structure is followed by: NPSR antag	Luc counter	HttQ103 aggreg	Epigenetic derep	Lamin A splicing	IMPase Li cell	CBFb-RUNX1 inh
COc1cc(OC)cc(C(=O)N(CN2CCCC2=O)c2ccccc2OC)c1
  14%[46.1 µM]	-2%	12%	-0.9%	1%[0.0737 µM]	3%[38.3 µM]	5%
CCOc1ccc(NC(=O)C2CC(=O)NC(N3CCc4ccccc43)=N2)cc1 (configuration not stated)
  2%[46.1 µM]	-2%	-8%	5.7%	-6%	19%[38.3 µM]	-21%
Cc1cccc(C)c1NC(=O)COc1ccccc1C(=O)Nc1ccc(Br)cn1
  ?	-6%	-14%	0.9%	1%	?	3%
O=C(Cc1ccc(Cl)cc1)c1c[nH]c(C(=O)NCc2cccnc2)c1
  -16%	-1%	18µM*	-1.4%	-2%[46 µM]	-9%	-20%
O=C(c1ccc(Cn2ccc([N+](=O)[O-])n2)cc1)N1CCN(Cc2ccccc2)CC1
  18%	·	8%[9.22 µM]	0.1%	·	·	5%
O=C(CSc1nc2c(c(=O)n1-c1ccc(Cl)cc1)SCC2)Nc1ccc2c(c1)OCCO2
  -20%[46.1 µM]	1%	-13%	0.0%	-11%	3%[38.3 µM]	3%
Cc1ccc(S(=O)(=O)N(C)CC(=O)N2CCCc3ccccc32)cc1
  -15%[46.1 µM]	-4%	-6%	0.0%	?	-9%[38.3 µM]	-4%
COc1ccc(-c2csc3ncn(-c4ccccc4OC)c(=O)c23)cc1OC
  -2%	3%	?	0.1%	?	-1%	2%
CC(C)(C)NC(=O)NC(=O)CN1CCN(c2ccccc2)CC1
  4%	-1%	-8%	1.1%	·	-6%	0%
O=C(CCCC(=O)N(CC(=O)NC1CCCCC1)CC1CCCO1)Nc1ccccn1 (configuration not stated)
  -3%[46.1 µM]	-2%	-5%	-1.0%	1%	17%[38.3 µM]	2%
CCOC(=O)C1(Cc2ccccc2)CCCN(Cc2cccc(C(C)=O)c2)C1 (configuration not stated)
  21%	-2%	-12%[9.22 µM]	1.5%	?	25%	12%
COC(=O)CC1(C(=O)OC)Oc2ccc(Br)cc2C(=O)N1c1cc(Cl)cc(Cl)c1 (configuration not stated)
  ?	·	6%[9.22 µM]	1.5%	·	·	6%
CN(C)c1cc(-c2ccc(Br)cc2)oc(=O)c1Cl
  28%	·	-19%[9.22 µM]	-1.0%	·	·	-2%
COc1ccccc1CNC(=O)COC(=O)c1cccnc1SCC(=O)NCc1ccccc1OC
  -27%	0%	4%	1.5%	?	?	2%
COc1ccc(/C=N/Nc2nncc3ccccc23)cc1
  4%	11µM*	-8%	-0.1%	-6%	7%	5%
CCOc1ccc2[nH]cc(C(=O)O)c(=O)c2c1
  -18%[46.1 µM]	8%	-18%	0.0%	-7%	-6%	13%
CCn1nc(C)c(/C=N\NC(=O)c2cccc(OC)c2)c1C
  0%	-6%	10%	-0.9%	-4%	3%	5%
Cc1nc2ccccc2n2c(-c3ccccc3)c3c(=O)n(C)c(=O)n(C)c3c12
  -9%[46.1 µM]	-4%	11%	5.4%&-1.0%	22%[46 µM]	46%[activator][38.3 µM]	8%
c1cncc(-c2nnc(SCc3cccc4ccccc34)o2)c1
  -13%[46.1 µM]	1%	10%	0.7%	0%	8%[38.3 µM]	8%
C=CCn1c(SCC(=O)Nc2ccc(C(=O)OCC)cc2)nnc1-c1sc(N)nc1C
  -17%[46.1 µM]	2%	-3%	0.9%	-17%	20%[38.3 µM]	1%
CCN=C1SC(CC(=O)NCc2ccccc2)C(=O)N1CC (configuration not stated)
  -16%	4%	1%[9.22 µM]	-3.5%	-13%[46 µM]	2%	-1%
Cc1ccc(NC(=O)CCC(=O)c2cccs2)cc1
  14%[46.1 µM]	0%	-23%	-1.6%	2%	29%[38.3 µM]	0%
Cc1cccc(NCC(=O)N/N=C\c2cccc(Oc3ccccc3)c2)c1
  -48%	-2%	-16%	0.0%	?	9%	8%
COC(=O)c1cccc(C23CC4(C2)[C@H](CN(Cc2ccc(C(F)(F)F)cc2)[C@@H]4c2ccccc2)C3c2ccccc2)c1 (some centres not stated)
  4%	3%	-8%[9.22 µM]	1.9%&-1.7%	·	-11%	6%&7%
O=C(O)C1CC=CCC1C(=O)Nc1cc(Cl)ccc1Cl (configuration not stated)
  -9%[46.1 µM]	1%	5%	0.0%	-15%	-10%	-11%
CC1Cc2ccccc2N1C(=O)CSc1nncn1C (configuration not stated)
  10%	3%	22%	2.6%	8%[46 µM]	1%	2%
Cc1ccc2oc(=O)n(Cc3ccccc3OC(C)C)c2c1
  ?	1%	8%	0.0%	-2%	34%[activator][38.3 µM]	4%
CC(C)OC(=O)CSc1nnc(Cc2ccccc2)n1Cc1ccco1
  1%[46.1 µM]	-3%	-16%	3.3%	?	39%[activator][38.3 µM]	6%
CCOc1ccc(/C=N/NC(=O)c2ccc(Cn3cc(Br)cn3)o2)cc1
  0%	-2%	13%	-0.9%	-9%	1%	3%
O=C(/C=C/c1ccc(Cl)c(Cl)c1)NC1=NCCS1
  2%	4%	-4%[9.22 µM]	-4.2%	-19%[46 µM]	6%	-1%
CC(C)c1ccc(C(=O)NN2C(=O)C3CCCCC3C2=O)cc1 (configuration not stated)
  9%	0%	12%	0.1%	2%	-2%	4%
COc1ccccc1-n1c(SCC(=O)Nc2ccc3c(c2)OCO3)nc2c(c1=O)SCC2
  -22%[46.1 µM]	2%	7%	-9.3%	-2%	13%[38.3 µM]	-7%
c1ccc(-c2csc3ncnc(NCc4ccccn4)c23)cc1
  24%	·	5%[9.22 µM]	3.0%	·	·	-6%
OC(CNCc1ccc2c(c1)OCO2)COc1ccccc1 (configuration not stated)
  2%	·	-7%[9.22 µM]	-1.1%	·	·	3%
CCc1ccc(NC(=S)NC2CC3CCCC(C2)N3Cc2ccccc2)cc1 (configuration not stated)
  -20%	3%	12%[9.22 µM]	3.1%	·	16%	1%
C=CCN(CC=C)C(=O)CCc1nnc(CCc2c[nH]c3ccccc23)o1
  -8%	4%	-8%[9.22 µM]	-4.2%	13%[46 µM]	11%	1%
Cc1ccc(-c2[nH]nc3c2C(c2cccnc2)C(C#N)=C(N)O3)cc1 (configuration not stated)
  -5%	·	·	-2.4%	·	·	3%
Cc1ccc(S(=O)(=O)N2CCOCC2)cc1C(=O)N1CCN(S(=O)(=O)c2cccs2)CC1
  4%	·	-20%[9.22 µM]	-3.1%	·	·	16%
O=C(Nc1ccc(S(=O)(=O)Nc2nccs2)cc1)c1cc(-c2ccncc2)nc2ccccc12
  4%	·	14%[9.22 µM]	-0.3%	·	·	-14%
Cc1cc(C)nc(SCc2ccc(C(=O)N/N=C/c3cccnc3)cc2)n1
  -7%	0%	-1%	-4.8%	-19%[46 µM]	6%	-2%

Brought forward from above: two compounds, then new ones.
Each structure is followed by: NPSR antag	Luc counter	HttQ103 aggreg	Epigenetic derep	Lamin A splicing	IMPase Li cell	CBFb-RUNX1 inh
O=C(Nc1ccc(S(=O)(=O)Nc2nccs2)cc1)c1cc(-c2ccncc2)nc2ccccc12
  4%	·	14%[9.22 µM]	-0.3%	·	·	-14%
Cc1cc(C)nc(SCc2ccc(C(=O)N/N=C/c3cccnc3)cc2)n1
  -7%	0%	-1%	-4.8%	-19%[46 µM]	6%	-2%
NS(=O)(=O)c1ccc2c(c1)C1C=CCC1C(C1CC=CCC1)N2 (configuration not stated)
  -16%[46.1 µM]	16%	4%	-1.0%	13%	12%[38.3 µM]	-22%
Nc1cc(=O)n(Cc2ccccc2)c(=O)n1-c1ccc(Cl)cc1
  13%[7.67 µM]	·	-5%[9.22 µM]	-0.3%	·	·	-5%
Cc1ccc2c(c1)N(CC(=O)N1CCCCC1c1cccnc1)C(=O)CO2 (configuration not stated)
  -11%[46.1 µM]	4%	10%	-1.1%	-2%	9%[38.3 µM]	2%
CC(C)(C)C(=O)NC(n1cnc2c(N3CCOCC3)ncnc21)C(Cl)(Cl)Cl (configuration not stated)
  48%	-1%	2%[9.22 µM]	-0.1%	?	18%	0%
CC(=O)Nc1cccc(C(=O)Nc2ccccc2N2CCOCC2)c1
  1%[46.1 µM]	-1%	7%	0.0%	-13%	36%[38.3 µM]	-6%
O=C(Cn1c(=O)oc2cc(S(=O)(=O)N3CCc4ccccc43)ccc21)NC1CCCC1
  -19%[46.1 µM]	-3%	-13%	0.7%	-10%	17%[38.3 µM]	4%
O=C1c2ccccc2S(=O)(=O)N1Cc1nc2ccccc2s1
  -11%[46.1 µM]	-1%	2%	0.8%	3%	-3%[38.3 µM]	8%
Cc1c(C(=O)N2CCc3ccccc32)oc2ccccc12
  ?	-13%	28%	1.0%	-19%	0%	?
CCCn1c(SCC(=O)c2cc(C)n(-c3ccc4c(c3)OCO4)c2C)n[nH]c1=O
  -13%[46.1 µM]	3%	-29%	0.0%	?	12%	-9%
Cn1c(N/N=C/c2cccs2)nc2c1c(=O)n(Cc1ccccc1)c(=O)n2C
  -22%	-3%	6%	0.0%	-4%	-5%	-14%
NC(=O)COC(=O)c1ccc2c(c1)S(=O)(=O)N=C1CCCCCN12
  15%	-1%	-7%	-1.8%	0%	4%	-19%
COc1ccc(NC(=S)N2CCc3cc(OC)c(OC)cc3C2)cc1
  36%	·	14%[9.22 µM]	2.5%	·	·	6%
CC1CCCC(NC(=O)CCCn2c(=S)[nH]c3ccccc3c2=O)C1C (configuration not stated)
  -10%	-3%	?	0.1%	·	6%	-1%
COc1cc2cnc(Cl)nc2cc1OC
  17%	0%	-3%	1.0%	?	-3%	0%
CCN1CCCC1CNC(=O)c1ccc(CS(=O)(=O)c2ccccc2C)o1 (configuration not stated)
  -2%[46.1 µM]	1%	-15%	1.0%	1%	28%[38.3 µM]	16%
Cc1ccc(-c2cn3nc(C)c(C)nc3n2)cc1
  -1%[46.1 µM]	?	7%	0.0%	6%	-17%[38.3 µM]	9%
CC(C)NC(=S)Nc1ccc2nc3n(c(=O)c2c1)CCCCC3
  11%	4%	-4%	2.0%	-4%	9%	-2%
O=[N+]([O-])c1nn(-c2ccccc2)n(O)c1=NCCc1ccccc1
  3%	3%	-2%	-1.8%	?	8%	?
